Bioassay records as filed in PubChem BioAssay.
Tb PFK block = qHTS Assay to Find Inhibitors of T. brucei phosphofructokinase; ATP-dependent 6-phosphofructokinase (Trypanosoma brucei brucei), O15648; T. brucei PFK, ADP-Glo luminescence; Potency, µM (highest dose often 57.5 µM), for inactives: at the top dose activity, negative = inhibition, actives largely listed as inhibitors; 0.17% of 330,000 active;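 note: potency is the fitted concentration of half-maximal effect; 0% = uninhibited 1x PFK enzyme wells and -100% = no-enzyme wells; nearly all actives have a fitted effect of over 60% in size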
Target sequence (O15648 whole entry, looked up): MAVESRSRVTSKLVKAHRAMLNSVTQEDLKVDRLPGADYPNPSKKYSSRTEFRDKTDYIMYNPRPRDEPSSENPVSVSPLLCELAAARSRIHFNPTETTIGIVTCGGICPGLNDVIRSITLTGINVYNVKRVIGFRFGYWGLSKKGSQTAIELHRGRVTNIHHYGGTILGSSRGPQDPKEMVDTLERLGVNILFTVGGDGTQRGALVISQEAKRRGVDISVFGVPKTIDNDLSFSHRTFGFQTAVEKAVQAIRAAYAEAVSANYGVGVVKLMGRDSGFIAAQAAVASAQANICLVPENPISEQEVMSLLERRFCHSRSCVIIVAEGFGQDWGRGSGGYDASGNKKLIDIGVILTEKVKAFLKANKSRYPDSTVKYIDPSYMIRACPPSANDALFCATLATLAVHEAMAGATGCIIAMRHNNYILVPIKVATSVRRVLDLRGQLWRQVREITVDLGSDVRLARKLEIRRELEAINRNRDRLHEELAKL
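In TEA buffer at pH 8.0 with 5 mM MgCl2, enzyme (1.25 nM) converted F6P (0.5 mM) and ATP (0.1 mM) for 45 min at room temperature. ADP product was read by luciferase luminescence.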
Coupling enz = qHTS Assay for Inhibitors of Fructose-1,6-bisphosphate Aldolase from Giardia Lamblia: Coupling assay counterscreen; activity change, negative = inhibition, % at 58.2 µM, hits read low; coupling enzyme system counterscreen, AmpLite Red fluorescence; AID 2472, 2010; 0.67% of 290,000 active; in the data active = activity change below about -30%; note: % is set by controls: 0 for no effect and ±100 for the full control effect
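Counterscreen lacking aldolase: glyceraldehyde-3-phosphate coupling-enzyme reagent preincubated 10 min at RT with compound (at 57.5 uM final), then substrate/coupling system with AmpLite Red added; fluorescence read at 525/598 nm after 20 min RT.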
MLL CXXC-DNA inh = qHTS Fluorescence Polarization Assay for Inhibitors of MLL CXXC domain - DNA interaction; Histone-lysine N-methyltransferase 2A (Homo sapiens), Q03164; MLL-CXXC / FITC-HOXA9 DNA fluorescence polarization; Potency, µM (doses to about 115 µM), for the others: at the top dose activity change, negative = inhibition, actives largely listed as inhibitors; 0.037% of 290,000 active; active = well fitted inhibition curve with a large enough effect in the polarisation, with a control signal flat, not every such curve was filed as active; inconclusive = small, poorly fitted or top-dose-only effect, or effect the other way, or a change in a side signal; inactive = no such curve, though single readings can be large or run the other way; the % refers to the polarisation; note: potency is the fitted concentration of half-maximal effect
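Steps: dispense CXXC domain solution (7 uM) → pin compounds or unlabeled HOX-A9 DNA control → 5 min ambient → add FLSN-HOX-A9 solution (50 nM) → spin → 30 min ambient → fluorescence polarization. Tris pH 7.5/NaCl/DTT/BSA buffer.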
GALK inhibitor = qHTS Assay for Inhibitors of Human Galactokinase (GALK) | P51570 | Purified GALK, Kinase-Glo residual ATP luminescence | Potency, µM (doses to about 57.5 µM), inactives show at the highest dose activity change, negative = inhibition, usual class: inhibitors | 0.007% of 270,000 active; note: potency is the fitted concentration of half-maximal effect; % is set by controls: 0 for no effect and ±100 for the full control effect
Target sequence (P51570 whole entry, looked up): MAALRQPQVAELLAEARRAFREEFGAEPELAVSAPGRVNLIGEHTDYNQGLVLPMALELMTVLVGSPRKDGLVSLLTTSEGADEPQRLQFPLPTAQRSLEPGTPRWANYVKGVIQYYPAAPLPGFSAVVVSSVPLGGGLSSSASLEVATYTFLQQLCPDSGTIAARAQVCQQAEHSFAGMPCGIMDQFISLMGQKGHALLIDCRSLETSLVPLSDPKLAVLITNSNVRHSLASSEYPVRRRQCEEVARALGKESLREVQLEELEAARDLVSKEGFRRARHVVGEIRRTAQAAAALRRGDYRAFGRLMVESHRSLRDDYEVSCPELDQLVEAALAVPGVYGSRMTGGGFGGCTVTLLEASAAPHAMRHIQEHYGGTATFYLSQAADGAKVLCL
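ATP-depletion format; final 35 uM ATP, 100 uM D-galactose, 5 nM enzyme; pH 8.0 HEPES/Mg2+ buffer; 60 min RT; luminescence read 10 min after detection reagent.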
TCR activator = Activators of T cell receptors: qHTS campaign; Potency, µM (highest dose often 9.22 µM), inactives show at the top dose activation of IL-2 secretion, most hits filed as activators; primary human leukocytes, anti-CD3, IL-2 HTRF, 48 h; 330,000 tested, under 10 active; note: % of control where 0% means no effect
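Activity was scored as IL-2 release from primary human leukocytes given only a TCR signal (a-CD3 beads) plus compound for 48 hr. Detection used a two-antibody HTRF format read at 665nm.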
TSHR antagonist = Antagonists of the Thyroid Stimulating Hormone Receptor: HTS campaign; activity change, negative = inhibition, % at 11.5 µM; TSHR-expressing cells, TSH-stimulated cAMP HTRF, 2 h; hits give low values; Thyrotropin receptor (Homo sapiens), P16473; 0.2% of 330,000 active; AID 504810, 2011;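 active = activity change below a set negative limit, meaning inhibition stronger than a set level, cut at about -70% in these data; inconclusive = activity change between two set negative limits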; note: % is set by controls: 0 for no effect and ±100 for the full control effect
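Freshly harvested TSHR cells receive pin-tooled compound, then EC80 TSH at 4nM final. After 2 hours at 37 deg C, antibody in lysis buffer and cAMP-d2 are added; 30 minutes at ambient temperature precede the HTRF read.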
KCNH2 WT inh = qHTS for Inhibitors of KCHN2 3.1: Wildtype qHTS; Voltage-gated inwardly rectifying potassium channel KCNH2 (Homo sapiens), Q12809; U2OS, BacMam KCNH2, thallium flux FluxOr; hits give low values; activity change, % at 1.84 µM; 0.37% of 340,000 active; AID 720551, 2013;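 active = maximum activity change below -70%; inconclusive = maximum activity change between -70% and -50%; inactive = maximum activity change above -50%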; note: % is set by controls: 0 for no effect and ±100 for the full control effect
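U2OS cells transduced with wild-type KCNH2 virus are loaded with FluxOr dye for 45 min, and thallium flux is measured in kinetic reads before and after stimulation buffer. Rate constants are normalized to DMSO controls.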
A-T KAP1 phos = qHTS Assay for Identifying a Potential Treatment of Ataxia-Telangiectasia; […] A-T fibroblasts, KAP-1 phosphorylation AlphaLISA; neocarzinostatin DNA damage 30 min before lysis; Potency, µM (titrated, usually from 57.5 µM), for the others: at the top dose activation, hits mostly activators; 0.19% of 320,000 active; note: potency is the fitted concentration of half-maximal effect; % of control where 0% means no effect; nearly all actives have a fitted effect of over 45% in size
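ATM-like activity read as KAP-1 phosphorylation via AlphaLISA donor/acceptor antibody pairs after lysis and 6 hr at 25C. Cells were ATM-null patient fibroblasts ([…], hTERT), dosed 60 min, then exposed to the DSB inducer NCS for 30 min.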
Giardia kill = Small Molecules that selectively kill Giardia lamblia: qHTS. Giardia lamblia trophozoite viability. 0.15% of 340,000 active. activity change, % at 7.66 µM, hits read low; in the data active = activity change below about -80%; inconclusive = between about -30% and that limit;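 note: parasites exposed to compound for two days anaerobically before the ATP read; % is set by controls: 0 for no effect and ±100 for the full control effect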
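Anaerobic 48 hrs incubation at 37 deg C of 100 trophozoites/well with test compounds; ATPLite 1-Step luminescence, 15-30 min RT, reports cellular ATP as viability.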
BCR signal inh = qHTS Assay to Find Inhibitors of Chronic Active B-Cell Receptor Signaling; ABC-DLBCL IkBa-CBG/CBR reporter, luminescence ratio, 4 h; Potency, µM (top dose mostly 46.1 µM), inactives show at the top dose ratio change, negative = lower green/red ratio, hits mostly inhibitors; 0.05% of 340,000 active; active = well fitted inhibition curve with a large enough effect in the signal ratio, with a control signal flat, not every such curve was filed as active; inconclusive = small, poorly fitted or top-dose-only effect, or effect the other way, or a change in a side signal; the % refers to the signal ratio;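 note: potency is the fitted concentration of half-maximal effect; plate controls were basal doxycycline-induced cells for no effect and cells given 10 µM MG132 for full effect; MG132 reads +100%, hits lower the ratio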
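TMD8 human ABC-DLBCL cells with doxycycline-inducible IκBα–green luciferase fusion and unfused red luciferase, in 0.5% FBS medium; compounds up to 46 uM, 4 h at 37C. Green/red luminescence ratio, filter-overlap corrected, fitted to concentration-response curves.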
* marks the source's active call; other numbers are inactive results; ? = inconclusive; / = no result given; & = joins results of further samples; [ ] = another dose, or the depositor's remark. Unless noted, calls come from the whole dose curve; as a rule, active = well fitted curve in the direction sought with a large enough effect; inconclusive = small, poorly fitted or top-dose-only effect, or another doubt; inactive = no such curve, though single readings can be large; an effect the other way counts as inactive or inconclusive. Not all compounds are listed; count on the stated rates, not on these rows.

SMILES	Tb PFK block	Coupling enz	MLL CXXC-DNA inh	GALK inhibitor	TCR activator	TSHR antagonist	KCNH2 WT inh	A-T KAP1 phos	Giardia kill	BCR signal inh
CCC(=NCc1ccco1)c1c(O)n(-c2ccc(OC)cc2)c(=O)[nH]c1=O	0.5%	1.8	4.7%	-3.3%	2.6%	-5.9	3.0	-0.9%	-14.2	-6.0%
COC(=O)CC1(Cc2ccccc2)C(=O)NC(=O)NC1=O	0.4%	-2.6	3.5%	3.3%	-0.1%	0.6	-0.4	-2.6%	3.6	4.6%
CN1CC(C(=O)c2cccs2)C(c2ccc(Cl)cc2)C1 (configuration not stated)	2.0%	3.0	51.1%[activator]	-0.2%	8.5%	2.6	12.8	-8.8%	2.3	2.3%
O=C(COc1ccccc1)N1CCN(CC2CC=CCC2)CC1 (configuration not stated)	0.0%	-3.4	16.8%	4.4%	1.7%	-11.6	10.9	1.1%	-21.0	-0.1%
CSc1ncc(/C=C2/C(=O)NC(=O)N(c3ccc(C(C)C)cc3)C2=O)cn1	3.7%	-0.7	7.1%	3.3%	-2.8%[46.1 µM]	0.7	0.1	7.3%	5.4	0.4%
O=C1NC(=O)C(=Cc2ccc3c(c2)OCO3)C(=O)N1	4.6%	1.0	?	-0.6%	/	-6.6	/	-1.4%	/	4.7%
C#CCN1C(=O)C2(C(C#N)=C(N)OC(C)=C2C(=O)OCc2ccccc2)c2ccccc21 (configuration not stated)	7.3%	-14.3	-2.9%	-1.7%	5.3%	2.1	0.9	-1.5%	-8.5	?
Cc1ccc(/C=C2/Sc3ccc(C(=O)N4CCC5(CC4)OCCO5)cc3NC2=O)cc1	-4.1%	2.2	31.8%[activator]	-1.0%	1.8%	1.8	-5.6	6.7%	-10.7	2.1%
O=C1NC(=O)C2(Cc3ccccc3N3CCCC32)C(=O)N1c1cccc(Cl)c1 (configuration not stated)	9.5%	1.0	0.6%	5.0%	-6.5%	2.5	14.8	-1.1%	2.1	0.1%
COc1ccc(-n2c(CNCCc3ccc(C)cc3)nc3ccccc3c2=O)cc1	-0.7%	0.5	2.1%	-5.8%	/	-2.9	1.1	-5.5%	8.3	2.3%
CC(Cc1ccccc1Sc1ccccc1O)N(C)C (configuration not stated)	-0.7%	3.8	12.7%	0.6%	-2.8%	4.4	9.0	-0.5%	-11.8	-2.9%
Cc1nc2ccccc2c(=O)n1-c1cc([N+](=O)[O-])cc([N+](=O)[O-])c1	5.9%	-6.2	12.7%	-5.3%	-1.0%	21.4	-4.7	3.3%	?	?
N=c1n(Cc2ccc(Cl)cc2)c2ccccc2n1CC(O)COc1ccccc1 (configuration not stated)	-11.9%	3.4	33.9%[activator]	15.7%	1.2%	-4.4	?	-3.4%	0.4	?
Fc1ccccc1CCNCc1cccc(Cl)c1Cl	-5.3%	1.4	0.0%	6.6%	/	16.1	-10.1	0.5%	-9.7	?
CCC(C)n1c(O)c(/C=N/NC(=O)c2ccncc2)c(=O)[nH]c1=S (configuration not stated)	6.3%	2.9	10.1%	0.9%	3.9%[46.1 µM]	5.7	1.5	-1.6%	-6.9	-0.1%
O=S(=O)(c1ccc(Cl)cc1)N1CN2CCN(C2)C1	-1.3%	6.3	-5.9%	0.2%	-12.6%	14.5	-4.0	/	8.7	?
COc1ccc(C(=O)C2CCCN(Cc3ccon3)C2)cc1OC (configuration not stated)	0.1%	-3.0	3.4%	-1.5%	3.4%	-2.0	-5.8	-3.8%	-7.7	-26.0%
CCOC(=O)N1CCN(c2ncnc3c2[nH]c2ccc(F)cc23)CC1	5.1%	-2.6	-4.4%	-0.8%	6.5%	-27.3	-1.6	1.8%	3.5	?
CC(=O)NC1CC2CCC(C1)N2 (configuration not stated)	-3.1%	4.3	0.8%	-0.6%	6.9%	9.9	6.9	?	-10.1	6.0%
Oc1ccc(Br)cc1CN1CCN(c2ccccc2)CC1	-5.1%	0.4	-0.7%	-0.2%	-4.2%	-3.0	14.2	6.9%	-9.8	7.2%
CCn1c(N)c(C(=O)NC)sc1=S	?	-1.6	3.3%	-0.1%	6.6%	3.6	-4.6	5.9%	7.1	5.5%
Nc1nc(-c2ccccc2)cn1/N=C/c1ccccc1	0.6%	0.0	-3.4%	3.4%	-0.2%	-3.4	-10.1	-23.1%	-8.2	?
C#CCOC(=O)C1=CCCN(C)C1	-7.9%	2.5	15.6%	/	-10.0%	-5.7&4.1	13.1	-5.5%	5.3	-20.1%
CC(=O)c1ccc(NC(=O)C(C)Sc2nnnn2C)cc1 (configuration not stated)	2.3%	4.0	2.7%	7.4%	/	-8.2	8.4	16.9%	2.1	?
OC1(c2cccnc2)CC2CCC(C1)N2Cc1nnnn1Cc1ccccc1 (configuration not stated)	5.9%	3.6	-6.4%	-0.9%	1.4%	12.7	-4.1	-1.5%	-3.6	1.3%
CN(C)c1ccc(C2C3C=CC(C3)C2(C#N)C(=O)O)c(Br)c1 (configuration not stated)	0.3%	10.6	30.4%[activator]	8.1%	14.8%	-3.5	3.9	3.9%	-15.3	2.3%
COc1ccc(-n2c(-c3ccc(C)cc3)nc3ccccc3c2=O)cc1	-0.8%	1.3	-11.6%	-2.9%	-3.1%	21.9	3.5	1.6%	1.8	-11.2%
COC(=O)C1=C(c2ccc(F)cc2OCc2ccccc2)C[C@@H]2CC[C@H]1N2C(=O)NCCOc1ccccc1Cl	-3.2%	/	/	/	1.2%	0.9	0.3	-6.9%	-20.2	-0.6%
CN1C(=O)N(C)C(=O)C2(Cc3cc([N+](=O)[O-])ccc3N(C)C2c2ccccc2)C1=O (configuration not stated)	6.2%	-1.7	0.3%	0.1%	5.0%[46.1 µM]	12.6	-2.0	-3.7%	9.7	-14.2%
COc1ccccc1CN1CCN(C(=O)COc2cccc(C)c2)CC1	2.4%	-2.0	-15.4%	-0.9%	2.3%	-4.9	-0.9	1.8%	35.6[activator]	2.7%
CCSc1nnc([C@@H](N)Cc2ccccc2)o1	-0.8%	6.9	-0.3%	0.5%	4.4%	2.3	-0.5	2.6%	-10.5	?
O=[N+]([O-])c1cc(F)c(N2CCCCC2)cc1Br	-1.2%	3.4	1.4%	0.9%	-0.5%	7.6	-6.7	2.2%	1.5	0.0%
Cc1ccc2c(c1)c(=O)c1c3n2CCN(CC#N)C3CC1 (configuration not stated)	1.4%	-0.4	-4.6%	-1.6%	2.3%	-7.8	-0.7	-0.6%	-11.8	8.1%
N#CC(c1ccccc1)N1CCOCC1 (configuration not stated)	-0.3%	-3.8	-0.9%	-1.9%	13.8%	0.7	13.8	7.7%	-0.2	1.5%
CC(=NCCc1ccccc1)c1c(O)[nH]c(=O)[nH]c1=O	0.8%	2.1	6.8%	-1.2%	-3.7%	26.1	-3.5	74.7%	-7.8	3.7%
CN1CCN(c2ccc([N+](=O)[O-])c3cccnc23)CC1	0.1%	-3.4	-12.3%	-0.2%	-3.7%	17.3	-18.2	-8.6%	-83.6*	-8.3%
CN1C(=O)NC(=O)/C(=C/c2ccc(C(=O)O)cc2)C1=O	5.8%	-0.2	-7.7%	0.3%	-0.4%	5.9	6.4	8.0%	-13.7	6.6%
COc1ccc(-n2c(C)nc3cc(C(=O)N4CCC5(CC4)OCCO5)ccc32)cc1	-1.1%	1.8	2.8%	-2.4%	-8.5%	6.3	3.6	6.6%	-17.3	-5.4%
CN(C)c1cc(N)c2c(n1)CCC2 (tested in a mixture with another compound)	0.9%	-4.9	5.4%	2.2%	-13.1%	-6.3	-9.4	1.5%	8.0	9.5%
Cc1cc(NC(=O)CCl)nn1C	1.1%	1.6	0.4%	2.2%	-5.5%	-5.3	-18.4	3.8%[11.5 µM]	-11.5	?

Entries of single compounds, looked up by structure. Screens in order: Tb PFK block	Coupling enz	MLL CXXC-DNA inh	GALK inhibitor	TCR activator	TSHR antagonist	KCNH2 WT inh	A-T KAP1 phos	Giardia kill	BCR signal inh
Listed for `CC(=NCCc1ccccc1)c1c(O)[nH]c(=O)[nH]c1=O` → 0.8%	2.1	6.8%	-1.2%	-3.7%	26.1	-3.5	74.7%	-7.8	3.7%
Listed for `CN(C)c1cc(N)c2c(n1)CCC2` (tested in a mixture with another compound) → 0.9%	-4.9	5.4%	2.2%	-13.1%	-6.3	-9.4	1.5%	8.0	9.5%
